Screening data from PubChem BioAssay.
HT1080-NT tox: kills 2HG-producing HT-1080-NT fibrosarcoma cells | HT-1080-NT fibrosarcoma viability, CellTiter-Glo ATP luminescence, 48 h | Potency, µM (titrated, usually from 46.1 µM), without a hit: top-dose activity, negative = less viability, usual class: cytotoxic | hit rate 1.6% among 360,000;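 further: NT is the 2HG producing partner of a matched IDH1 knockdown line; potency means the concentration at half of the fitted maximal effect; 0% = DMSO-treated cells and -100% = media-only wells without cells; nearly all actives have a fitted effect of over 55% in size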
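Compounds were tested in concentration-response format on HT-1080-NT cells for 48 hours at 37 degrees C. Cell viability came from CellTiter-Glo luminescence; curves were classified by r2, response magnitude and activity.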
HT1080 IDH1KD tx: HT-1080 IDH1 knockdown cell toxicity (counter line); hit rate 2% among 360,000; AID 686971; HT-1080 IDH1 knockdown viability, ATP luminescence, 48 h; Potency, µM (series often up to 46.1 µM), without a hit: at the highest dose activity, negative = toxicity, usual class: cytotoxic;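 further: potency means the concentration at half of the fitted maximal effect; 0% = DMSO wells and -100% = cell-free medium wells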
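IDH1KD HT-1080 cells, 750/well, RPMI + 5% FBS; compound pinned after 2 h settling; 48 h, 37 °C; CellTiter-Glo luminescence; % activity normalised to DMSO and no-cell wells; curves fitted, classed by r2 and efficacy.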
KB-3-1 tox: KB-3-1 parental cell cytotoxicity; Potency, µM (highest dose often 46.1 µM), inactives show at the highest dose activity change, negative = cytotoxic, most hits filed as cytotoxic; KB-3-1 viability, CellTiter-Glo ATP luminescence, 72 h; AID 1347075; hit rate 1.4% among 400,000; further: potency means the concentration at half of the fitted maximal effect; on the % scale 0 is the no-effect control and ±100 the full control effect; nearly all actives have a fitted effect of over 60% in size
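KB-3-1 parental drug-naive adenocarcinoma cells in DMEM/10% FBS, incubated 72 h at 37 C with pin-transferred compounds across a concentration series. Viability by CellTiter-Glo luminescence; concentration-response curves fitted after normalization.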
IL1B secr inh: blocks inflammasome-driven IL-1 beta release. AID 743279. THP-1 LPS/ATP IL-1B secretion, AlphaLISA, 16 h; hits give low values. activity change, % at 57.5 µM. hit rate 4.7% among 360,000; in the data active means activity change below about -50%; inconclusive means mostly about -30% to -49%; further: on the % scale 0 is the no-effect control and ±100 the full control effect
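THP-1 cells pretreated 1 hr with compounds (up to 57.5 uM final), then stimulated with LPS (250 ng/mL final) plus ATP (1.25 mM final); secreted IL-1B measured by AlphaLISA after 16 hr, decreased signal indicating inhibition.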
ATXN2 expr inh: ATXN2 expression inhibition; HEK-293 ATXN2-luciferase reporter, luminescence, 24 h; Potency, µM (top dose mostly 57 µM), inactives show at the top dose activity change, negative = inhibition, hits mostly inhibitors; hit rate 0.72% among 360,000; AID 1745845; further: potency means the concentration at half of the fitted maximal effect; on the % scale 0 is the no-effect control and ±100 the full control effect; nearly all actives have a fitted effect of over 55% in size
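ATXN2-luciferase reporter cells (luciferase flanked by upstream and downstream ATXN2 gene portions) were treated 24 h at 37 °C with compounds at up to 57 uM. SteadyGlo luminescence gave expression; GF-AFC fluorescence gave viability.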
KB-V1 cytotox: KB-V1 MDR subline cytotoxicity | KB-V1 MDR cells viability, CellTiter-Glo, 72 h | hit rate 3.4% among 400,000 | Potency, µM (titrated, usually from 46.1 µM), inactives show at the top dose activity change, negative = cytotoxicity, most hits filed as cytotoxic | AID 1347076; further: potency means the concentration at half of the fitted maximal effect; on the % scale 0 is the no-effect control and ±100 the full control effect; nearly all actives have a fitted effect of over 60% in size
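Readout: CellTiter-Glo luminescence, 10 min after addition. Cells: KB-V1 MDR subline, 72 h at 37 degrees C with compound. Analysis: corrected, normalized data fitted to concentration-effect curves.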
SW480 rereplic: induces DNA re-replication in SW480 colon adenocarcinoma cells | AID 624297 | Potency, µM (doses to about 46.1 µM), for the others: top-dose re-replication activation, usual class: activators | hit rate 1.8% among 340,000 | SW480 DNA re-replication, Hoechst DNA content imaging, 48 h; further: potency means the concentration at half of the fitted maximal effect; % of control where 0% means no effect; nearly all actives have a fitted effect of over 55% in size
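Image-based read-out: total Hoechst fluorescence of nuclei (405 nm excitation, 500-530 nm emission), with hits raising the fraction of high-intensity nuclei. SW480 colon cells incubated 48 hr with compounds at 37 C.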
MCF10A rerep: induces DNA re-replication in MCF 10a normal breast cells | MCF 10A DNA re-replication, Hoechst nuclear intensity, 48 h | Potency, µM (series often up to 46.1 µM), without a hit: at the highest dose activity, positive = re-replication, hits mostly activators | hit rate 2.9% among 350,000 | AID 624296; further: potency means the concentration at half of the fitted maximal effect; % of control where 0% means no effect; nearly all actives have a fitted effect of over 50% in size
S2 tox: cell viability loss in ATXN counter-screen; S2 cells (HEK-293 line with an ATXN2-luciferase reporter) viability, CellTiter-Fluor protease fluorescence, 24 h; Potency, µM (doses to about 56.7 µM), usual class: cytotoxic; hit rate 0.49% among 400,000; AID 651635; further: potency means the concentration at half of the fitted maximal effect; nearly all actives have a fitted effect of over 40% in size
* marks the source's active call; other numbers are inactive results; i = inactive; ? = inconclusive; / = no result given; & = joins results of further samples; ! = repeats disagree; [ ] = another dose, or the depositor's remark. Unless noted, the call rests on the fitted dose curve; in most records, active means well fitted curve in the direction sought with a large enough effect; inconclusive means small, poorly fitted or top-dose-only effect, or another doubt; inactive means no such curve, though single readings can be large; an effect the other way counts as inactive or inconclusive. Random draw from the library; any-hit rate near 11%.

| mol | ATXN2 expr inh | S2 tox | HT1080-NT tox | KB-V1 cytotox | KB-3-1 tox | MCF10A rerep | IL1B secr inh | HT1080 IDH1KD tx | SW480 rereplic |
| --- | --- | --- | --- | --- | --- | --- | --- | --- | --- |
| CCC(=O)Nc1ccc2c(c1)C(=O)N(C1CCCCC1)C2=O | 4% | i | -3% | 19% | -1% | 2% | -26 | -18% | 0% |
| O=C1CSC(c2cn(-c3ccccc3)nc2-c2cc3ccccc3oc2=O)N1Cc1cccnc1 (stereo unspecified) | 22% | i | 2% | -18% | 4% | -6% | -26 | 0% | -1% |
| Cc1cc(C)n(CCCNC(=O)Cn2nnnc2CN2C[C@@H](C)O[C@@H](C)C2)n1 | / | i | 2% | 22% | 2% | -5% | 5 | 1% | 0% |
| COc1ccc(N=C2NC(=O)/C(=C\C=C\c3ccco3)S2)cc1 | -23%[11.3 µM] | ? | -3% | -1% | 1% | 3% | -63* | -2% | -2% |
| CN(C)CCN1CCN(C2CN(Cc3ccccc3)S(=O)(=O)C2)CC1 (stereo unspecified) | -5% | i | 25% | -3% | 0% | / | 21 | 12% | / |
| Cc1cc(NS(=O)(=O)c2ccc(NC(=O)NC3CCCCC3)cc2)no1 | -12% | i | 4% | 1% | -14% | 0% | 12 | 23% | -2% |
| O=C(COC(=O)/C=C/c1ccccc1)NNC(=O)c1ccccc1F | 9% | ? | 13% | ? | 0% | 0% | 10 | 29% | -3% |
| CCn1nnc(NC(=O)c2c(OC)cccc2OC)n1 | -1% | i | 15% | 27% | 16% | -1% | -11 | 10% | -5% |
| COC(C[C@H]1O[C@H]1[C@@H](O)[C@@H](C)OCc1ccccc1)OC | 6% | i | 6% | ? | -8% | 2% | 14 | 10% | 31%[9.22 µM] |
| Fc1cccc(Nc2ncnc3sc4c(c23)CCC4)c1 | -4% | i | 4% | -16% | 2% | ? | -1 | 17% | -33%[inhibitor] |
| CC(C)(C)OC(=O)N(Cc1ccccc1)Cc1cccc(OCc2cccc(NC(=O)c3ccccc3)c2)c1 | -6% | i | 2% | 0% | 0% | 0.29µM* | -5 | -2% | -57% |
| Cc1nc(NS(=O)(=O)c2ccccc2)sc1C(=O)NN | 25%[11.3 µM] | / | -9% | 0% | ? | -15% | 1 | 0% | -9% |
| O=C(Nc1ccccc1F)c1ccccc1-c1ccc(C(F)(F)F)cc1 | 6% | ? | 13% | 1% | 3% | -4% | 9 | 0% | 1% |
| COc1cc(OC)cc(C(=O)N[C@H](C(=O)Nc2cc(F)ccc2C)C(C)C)c1 | 5% | i | -10% | -11% | -2% | 1% | 39 | 0% | -9% |
| CCN1CCN(C(=O)c2ccc(N3CC4CC(C3)c3cccc(=O)n3C4)c(NC(=O)c3cc(OC)cc(OC)c3)c2)CC1 (stereo unspecified) | -8% | i | 4% | 0% | -3% | -1% | -24 | 11% | -3% |
| CCCCCc1ccc(-c2ccc(/C=C/C(N)=O)cc2)nc1 | 8% | i | 17% | 2% | 8% | 3% | 0 | 13% | -8% |
| O=C(Nc1ccc2nc([C@H]3C[C@H](O)[C@@H](CO)O3)[nH]c2c1)NC(c1ccccc1)c1ccccc1 | 4% | i | -1% | -11% | 8% | / | 7 | -7% | / |
| Cc1nc2ccccn2c1CN(C)C(=O)C1CCC(=O)N(CCc2cccc(F)c2)C1 (stereo unspecified) | 6% | i | 12% | -10% | 14% | 0% | 14 | 14% | 2% |
| CC(=O)CC(=O)Nc1ccc(Cl)cn1 | -2% | i | 9% | 5% | 10% | -27% | 16 | 3% | -9% |
| CCn1cc(CNC(=O)/C=C/c2cnn(C)c2)c(C)n1 | -4% | i | 2% | 6% | 0% | 2% | 0 | -2% | -294%[inhibitor] |
| O=Cc1cn(-c2ccccc2)nc1-c1cccc([N+](=O)[O-])c1 | / | i | 11% | 0% | 7% | / | ? | 8% | / |
| COc1ccc(SCc2cc(=O)c3cc(Cl)ccc3[nH]2)cc1 | -25% | i | / | -16% | 0% | / | / | / | / |
| COc1cccc(CNCc2ccccc2Br)c1OC | -6% | i | -5% | ? | 18% | 6% | -4 | -16% | 0% |
| Cc1ccccc1C(=O)NNC(=S)Nc1cccc(C(F)(F)F)c1 | ? | i | ? | ? | ? | ? | -2 | ? | 3% |
| NC(=O)c1ccc(N2CCN(c3ccc(O)cc3)CC2)c([N+](=O)[O-])c1 | -5%[11.3 µM] | i | -21% | -5% | -25% | -7% | 11 | -24% | -2% |
| COC(=O)c1c(-c2ccc(Cl)cc2)noc1N1CCN(c2cccc(C(F)(F)F)c2)CC1 | -4% | i | / | 0% | 3% | / | / | / | / |
| Nc1nc(COC(=O)C2CC(=O)N(CCc3ccccc3)C2)nc(Nc2ccccc2)n1 (stereo unspecified) | 6% | i | 8% | 12% | 4% | 2% | 15 | 9% | -17% |
| CC1(C)CC(NC(=O)c2cc(S(=O)(=O)N3CCOCC3)c(Cl)cc2Cl)CC(C)(C)N1 | -14% | i | 1% | 1% | 19% | 9% | -12 | -6% | -1% |
| CCOC(=O)[C@H](C)N1[C@H](C)[C@H](c2ccccc2)Oc2ccc(Cl)cc2S1(=O)=O | 2% | i | 12% | 3% | 10% | -3% | -6 | 7% | -4% |
| Cc1onc(-c2ccccc2)c1C(=O)OCC(=O)N(CC(C)C)c1c(N)n(Cc2ccccc2)c(=O)[nH]c1=O | -2% | i | -1% | -15% | -1% | -1% | -3 | 0% | -7% |
| COc1cc(CN2CCC(C(=O)NC3CCCC3)CC2)cc(Br)c1O | -5% | i | 7% | -25% | -4% | 5% | 6 | 1% | -2% |
| CCN(CC)c1ccc(NC(=O)COC(=O)CCC(=O)c2ccc(F)cc2)cc1 | 2% | i | ? | 39% | 15% | 12% | 2 | 16% | 8% |
| CCOC(=O)C1=C(CS(=O)(=O)c2ccc(F)c(C)c2)NC(=O)NC1c1ccc(F)c(F)c1 (stereo unspecified) | -15% | ? | / | -17% | -11% | / | / | / | / |
| COc1ccc(CC(=O)Nc2ccc(C(=O)O)cc2NC(=O)Cc2ccc(OC)cc2)cc1 | 8% | i | 12% | -1% | 1% | -14%[9.22 µM] | 15 | 8% | -56%[inhibitor] |
| Cc1nc2c(C(=O)NCCc3ccccc3Cl)c[nH]n2c(=O)c1Cl | 2% | i | -6% | -1% | -11% | ? | -11 | -7% | ? |
| O=c1[nH]c(=S)[nH]c2c1C(c1ccc(F)cc1)OC(C1CCCCC1)C2 (stereo unspecified) | 6% | i | -9% | -12% | 0% | / | 11 | -9% | / |
| Cc1c(NC(C)c2cc(Cl)ccc2O)c(=O)n(-c2ccccc2)n1C (stereo unspecified) | -1% | i | -4% | 14% | 24% | -1% | -9 | 1% | -3%[9.22 µM] |
| OC1CCN(Cc2ccc(OCc3ccccc3)cc2)CC1 | -25% | i | -5% | 0% | 6% | 19% | -12 | 1% | -1% |
| COC(=O)c1sccc1NC(=O)Nc1ccc(Cl)c(Cl)c1 | -5% | i | -25% | -13% | -19% | ? | 11 | -26% | -2% |
| CN1CCn2cnc(C(=O)NCc3ccccc3)c2C1=O | 1% | i | 0% | ? | ? | / | 11 | 0% | / |
| Cc1ccc(C)c(NC(=O)CCC(=O)NN=C2CCCC2)c1 | -25% | i | -5% | 26% | 2% | 1% | 0 | 5% | -4% |
| CC(=O)Nc1ccc(NC(=O)CSc2nnc(-c3cccs3)n2N)cc1 | -2% | i | -7% | -2% | -1% | 14% | 2 | -1% | -250%[inhibitor] |
| COc1cccc(OCC(O)CNC(=O)c2oc3ccc(C)cc3c2C)c1 (stereo unspecified) | 10% | i | -14% | 16% | 0% | -1% | 6 | -2% | -1% |
| Cc1c(NC(=O)CSc2nc(-c3ccco3)cc(C(F)(F)F)n2)c(=O)n(-c2ccccc2)n1C | 0% | i | 12% | 2% | 8% | 9% | -2 | 19% | 14% |
| O=C(O)c1ccnc(Cl)c1 | -4% | i | 18% | ? | 9% | -4% | 22 | 14% | -1% |

Results in MCF10A rerep and S2 tox, for two of the compounds above:
SMILES | MCF10A rerep | S2 tox
OC1CCN(Cc2ccc(OCc3ccccc3)cc2)CC1 | 19% | i
COC(=O)c1sccc1NC(=O)Nc1ccc(Cl)c(Cl)c1 | ? | i

Continuation:
| mol | ATXN2 expr inh | S2 tox | HT1080-NT tox | KB-V1 cytotox | KB-3-1 tox | MCF10A rerep | IL1B secr inh | HT1080 IDH1KD tx | SW480 rereplic |
| --- | --- | --- | --- | --- | --- | --- | --- | --- | --- |
| COc1ccc(S(=O)(=O)Nc2cccc3c2O[C@H](CN(C)C(=O)Nc2c(C)noc2C)[C@@H](C)CN([C@H](C)CO)C3=O)cc1 | 8% | i | 17% | ? | 9% | 2% | 11 | 29% | -5% |
| CCN(CC(=O)Nc1cc(Cl)ccc1Cl)C(=O)c1ccc(-n2cccn2)cc1 | -28% | i | -1% | -15% | 2% | -6% | -5 | 3% | -3% |
| CC1CC1C(=O)OCC(=O)Nc1cccc(F)c1 (stereo unspecified) | 9% | i | 5% | 0% | 18% | -1% | 14 | 1% | 64% |
| Cc1nc2ccc(NC(=O)Cc3ccsc3)cc2s1 | 21% | i | -2% | -9% | 14% | 2% | 10 | 0% | 0% |
| CCN(CC)CCCNC1=C(Cl)C(=O)c2ccccc2C1=O | ? | 24µM* | ? | ? | -20% | ? | -110* | 21µM* | ? |
| Cc1ccc(S(=O)(=O)NC2=C(N3CCN(c4ccccc4F)CC3)C(=O)c3ccccc3C2=O)cc1 | 4%&-8% | ? | 14%&18% | ? | ? | 14%&3% | -64*! | 17%&8% | 1%&9% |
| CCOC(=O)CCNCc1ccc(F)cc1 | -16% | i | -6% | 1% | 0% | 6% | -4 | 2% | 5% |
| Cn1nc(C(F)(F)F)c(-c2cccc(C(F)(F)F)c2)c1NC(=O)c1ccco1 | -36% | i | -1% | -19% | -4% | 18% | -21 | 3% | -10% |
